Menin-MLL TR inh: menin-MLL binding inhibition, Texas Red mutant peptide. O00255. Menin + Texas Red MLL mutant peptide, fluorescence polarization. Potency, µM (top dose mostly 61.6 µM), inactives show at the highest dose FP activity change, negative = inhibition, actives largely listed as inhibitors. 270,000 compounds, 0.23% hits. AID 1768; active means well fitted inhibition curve with a large enough effect in the polarisation, with a control signal flat, not every such curve was filed as active; inconclusive means small, poorly fitted or top-dose-only effect, or effect the other way, or a change in a side signal; inactive means no such curve, though single readings can be large or run the other way; the % refers to the polarisation; further: potency means the concentration at half of the fitted maximal effect; % of control where 0% means no effect; many of its hits are not listed in these tables
Target sequence (O00255 whole entry, looked up): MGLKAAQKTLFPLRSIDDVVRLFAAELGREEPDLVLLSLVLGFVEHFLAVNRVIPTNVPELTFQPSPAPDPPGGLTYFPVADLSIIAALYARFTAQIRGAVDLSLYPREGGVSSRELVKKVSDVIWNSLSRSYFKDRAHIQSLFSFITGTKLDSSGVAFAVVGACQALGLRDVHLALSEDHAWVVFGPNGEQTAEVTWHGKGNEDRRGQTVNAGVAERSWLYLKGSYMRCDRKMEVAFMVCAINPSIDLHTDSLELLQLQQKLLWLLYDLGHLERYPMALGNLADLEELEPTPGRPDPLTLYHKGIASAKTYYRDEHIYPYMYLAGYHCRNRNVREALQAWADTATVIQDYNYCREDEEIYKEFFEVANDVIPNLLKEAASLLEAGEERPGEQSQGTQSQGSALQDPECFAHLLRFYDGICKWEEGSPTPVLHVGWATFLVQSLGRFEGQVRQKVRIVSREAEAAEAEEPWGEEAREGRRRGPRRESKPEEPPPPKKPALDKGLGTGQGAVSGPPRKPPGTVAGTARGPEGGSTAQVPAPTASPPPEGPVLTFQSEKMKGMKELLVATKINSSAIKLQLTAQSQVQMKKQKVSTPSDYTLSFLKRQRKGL
ELG1 DNA repair: blocks ELG1-dependent DNA repair in HEK293T cells | AID 504467 | 330,000 compounds, 2.3% hits | Potency, µM (doses to about 46.1 µM), for inactives: top-dose activity change, negative = inhibition, most hits filed as inhibitors | HEK293T ELG1-luciferase reporter, luminescence, 16 h; DNA damage induced by 5-fluorouridine; further: potency means the concentration at half of the fitted maximal effect; on the % scale 0 is the no-effect control and ±100 the full control effect; nearly all actives have a fitted effect of over 55% in size
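Overnight (16 hr) co-exposure of 2,000 cells/well to 5-fluorouridine and compound at 37 °C preceded detection. Luciferase was quantified via ONE-Glo luminescence; loss of signal denotes inhibition.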
RORg inh: inhibitors of mouse ROR gamma transcriptional activity. Drosophila S2 Gal4-RORgamma UAS-luciferase reporter, 20 h. Potency, µM (doses to about 53.6 µM), without a hit: at the top dose activity change, negative = inhibition, hits mostly inhibitors. 310,000 compounds, 5.4% hits. AID 2551; further: potency means the concentration at half of the fitted maximal effect; on the % scale 0 is the no-effect control and ±100 the full control effect; nearly all actives have a fitted effect of over 60% in size
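Schneider cells (Drosophila), stable Gal4 DBD–ROR gamma + UAS-luc; 1 hr cmpd preincubation; Cu2+ induction 700 uM final; 20 hr ambient; luminescence.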
FLuc counter: inhibits or activates purified firefly luciferase, miR-21 counter-screen; P08659; purified FLuc, Km substrates, luminescence inhibition; Potency, µM (doses to about 57.5 µM), without a hit: top-dose activity change, negative = inhibition, hits mostly inhibitors; 360,000 compounds, 6.9% hits;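 further: potency means the concentration at half of the fitted maximal effect; plate controls were vehicle for no effect and reference inhibitor for full effect; nearly all actives have a fitted effect of over 55% in size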
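Purified P. pyralis luciferase (10nM final) with 10uM D-luciferin and 10uM ATP (Km levels) in 50mM Tris acetate pH 7.5, 10mM Mg acetate, 0.01% Tween-20, 0.05% BSA; qHTS 6-point titration, ~60 µM downward; luminescence read.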
Gal4-VP16 FLuc: Gal4-VP16 reporter inhibition counter-screen | Drosophila S2 Gal4-VP16 UAS-luciferase, luminescence, 20 h | Potency, µM (highest dose often 53.6 µM), for the others: at the highest dose activity, negative = inhibition, most hits filed as inhibitors | 310,000 compounds, 3.5% hits;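 further: Gal4-VP16 expression switched on by copper sulfate through the metallothionein promoter; potency means the concentration at half of the fitted maximal effect; on the % scale 0 is the no-effect control and ±100 the full control effect; nearly all actives have a fitted effect of over 50% in size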
PKM2 activator: increases activity of human pyruvate kinase M2. P14618. purified PKM2, Kinase-Glo ATP luminescence, activation; response scale: 0% is enzyme alone, no compound. Potency, µM (doses to about 57.5 µM), for inactives: at the top dose activation, usual class: activators. 260,000 compounds, 0.34% hits. AID 1631; further: potency means the concentration at half of the fitted maximal effect; on the % scale 0 is the no-effect control and ±100 the full control effect; nearly all actives have a fitted effect of over 55% in size
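Purified hPK-M2 (>95% pure) converted ADP (0.1 mM final) to ATP with 0.5 mM PEP in 50 mM imidazole pH7.2, KCl, MgCl2, Tween 20, BSA; 1 h at room temperature. ATP detected by Kinase-Glo luminescence.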
Rab9 promoter act: activates the Rab9 promoter | 320,000 compounds, 2.8% hits | AID 485297 | Potency, µM (titrated, usually from 9.22 µM), for the others: at the top dose activation, negative = inhibition, most hits filed as activators | Huh7 Rab9 promoter-luciferase reporter, luminescence, 24 h; further: potency means the concentration at half of the fitted maximal effect; % of control where 0% means no effect; nearly all actives have a fitted effect of over 60% in size
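Stable Rab9-luc Huh7, 1500 cells/well, 2 h settle; cmpd in DMSO, 24 h, 37 °C/5% CO2; luciferase reagent 10 min RT; luminescence.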
Mito fusion yeast: inhibitors of mitochondrial division or activators of mitochondrial fusion | S. cerevisiae fusion-defective mutant growth rescue, CellTiterGlo 48 h | Potency, µM (doses to about 46.1 µM), inactives show top-dose growth rescue (activation), hits mostly activators | 320,000 compounds, 0.23% hits | AID 485298;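 further: potency means the concentration at half of the fitted maximal effect; % of control where 0% means no effect; nearly all actives have a fitted effect of over 45% in size; temperature-sensitive fusion mutants such as fzo1-1 at 37 °C on non-fermentable ethanol glycerol medium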
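Luminescent cell viability in 1536-well qHTS format served as the measure of rescued growth in ts fusion-mutant S. cerevisiae cultured on non-fermentable YPEG for 48 hours at 37C.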
KCNH2 3.1 inh: KCNH2 3.1 (human) potassium channel inhibition; U2OS KCNH2 3.1, thallium flux FluxOr; active compounds read low; 340,000 compounds, 0.95% hits; activity change, % (tested at about 1.8 µM);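 active means maximum activity change below -70%; inconclusive means maximum activity change from -70% to -50%; inactive means maximum activity change above -50%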;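 further: thallium influx rate constant from kinetic fluorescence after stimulation buffer; on the % scale 0 is the no-effect control and ±100 the full control effect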
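Virally transduced U2OS (3.1 isoform, 4 h infection in dark at RT) → overnight 37 C → FluxOr + Red40 in HBSS/HEPES, 45 min → stimulation buffer, 2 min kinetic read → rate constant vs DMSO controls.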
NPC1 promoter act: activators of NPC1 promoter; Potency, µM (highest dose often 9.22 µM), inactives show top-dose activation, usual class: activators; AID 485313; 320,000 compounds, 2.4% hits; Huh7 NPC1 promoter luciferase reporter, 24 h;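 further: potency means the concentration at half of the fitted maximal effect; % of control where 0% means no effect; nearly all actives have a fitted effect of over 60% in size; reporter is driven by a mutant NPC1 promoter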
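Cells: Huh7 expressing luciferase under the NPC1 promoter, 1500/well. Seeded 2 h, compound added, incubated 24 h at 37 °C. Luciferase reagent, 10 min ambient, then luminescence.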
MBNL1-CUG inh: MBNL1-poly(CUG) RNA binding inhibition; TR-FRET MBNL1-His/biotin-(CUG)12 binding, 665/545 ratio; Potency, µM (highest dose often 57.5 µM), for inactives: at the highest dose activity change, negative = inhibition, actives largely listed as inhibitors; 280,000 compounds, 0.036% hits; active means well fitted inhibition curve with a large enough effect in the signal ratio, with a control signal flat, not every such curve was filed as active; inconclusive means small, poorly fitted or top-dose-only effect, or effect the other way, or a change in a side signal; inactive means no such curve, though single readings can be large or run the other way; the % refers to the signal ratio; further: potency means the concentration at half of the fitted maximal effect; on the % scale 0 is the no-effect control and ±100 the full control effect
Target sequence (Q9NR56 whole entry, looked up): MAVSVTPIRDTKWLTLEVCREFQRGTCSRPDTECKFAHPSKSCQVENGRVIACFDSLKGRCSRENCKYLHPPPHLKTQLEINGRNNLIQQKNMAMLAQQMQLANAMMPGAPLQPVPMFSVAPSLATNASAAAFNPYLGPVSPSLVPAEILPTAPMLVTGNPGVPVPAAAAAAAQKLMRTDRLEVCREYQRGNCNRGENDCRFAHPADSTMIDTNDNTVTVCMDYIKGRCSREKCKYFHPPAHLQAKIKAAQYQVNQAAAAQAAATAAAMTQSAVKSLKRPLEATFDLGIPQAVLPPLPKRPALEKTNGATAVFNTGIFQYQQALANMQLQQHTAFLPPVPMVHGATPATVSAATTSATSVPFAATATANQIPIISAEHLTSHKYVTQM
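Inhibition of protein-RNA binding appears as loss of TR-FRET between terbium anti-His antibody on MBNL1-His and streptavidin-XL665 on biotin-(CUG)12. Activity is normalized to buffer-only and uninhibited-complex controls.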
The depositor's hits bear a star; [ ] = dose if it differs, or a comment. Unless noted, the call rests on the fitted dose curve; in most records, active means well fitted curve in the direction sought with a large enough effect; inconclusive means small, poorly fitted or top-dose-only effect, or another doubt; inactive means no such curve, though single readings can be large; an effect the other way counts as inactive or inconclusive.

`CCCCN(C)CCC(=O)Nc1ccc2c(c1)CCC2` gave Menin-MLL TR inh 2.3%, ELG1 DNA repair 14.6µM*, RORg inh inconclusive, FLuc counter 1.1%, Gal4-VP16 FLuc -6.5%, PKM2 activator -4.5%, Rab9 promoter act -10.7%, Mito fusion yeast 4.6%, KCNH2 3.1 inh -6.7, NPC1 promoter act -11.5% and MBNL1-CUG inh 6.5%.
For CC(C)CC(=O)N1CCN(C(=O)c2cccc(F)c2)CC1 the results were Menin-MLL TR inh 13.9%, ELG1 DNA repair -3.4%, RORg inh -6.2%, FLuc counter 6.5%, Gal4-VP16 FLuc 2.3%, PKM2 activator -8.7%, Rab9 promoter act -9.1%, Mito fusion yeast 4.6%, KCNH2 3.1 inh -3.6, NPC1 promoter act 1.4% and MBNL1-CUG inh 4.6%.
`CN(C(=O)C1CCC(=O)N(CCCN2CCCC2=O)C1)C(C1CC1)C1CC1` (centres undefined) gave Menin-MLL TR inh 7.0%, ELG1 DNA repair 0.5%, RORg inh -6.8%, FLuc counter 2.3%, Gal4-VP16 FLuc 6.2%, PKM2 activator -7.1%[0.46 µM], Rab9 promoter act -0.2%, Mito fusion yeast -6.7%, KCNH2 3.1 inh 13.1, NPC1 promoter act -0.5% and MBNL1-CUG inh -3.6%.
`CC(NC(=O)COC(=O)CNC(=O)C1CCCCC1)c1ccccc1` (centres undefined) gave ELG1 DNA repair 9.7%, FLuc counter 7.0%, Rab9 promoter act -8.9%, Mito fusion yeast -1.7%, KCNH2 3.1 inh 7.5 and NPC1 promoter act -1.0%.
Screening Cc1cc(C(=O)NCC(c2ccco2)N(C)C)no1 (centres undefined) returned Menin-MLL TR inh -11.7%, ELG1 DNA repair 9.1%, RORg inh 40.6%, FLuc counter -2.6%, Gal4-VP16 FLuc 8.4%, PKM2 activator 1.2%, Rab9 promoter act -3.6%, Mito fusion yeast -6.1%, KCNH2 3.1 inh -3.5, NPC1 promoter act 1.5% and MBNL1-CUG inh 0.1%.
For COc1ccc(OC)c(C2CC(=O)OC3=C2C(=O)CC(C)(C)C3)c1 (centres undefined) the results were Menin-MLL TR inh -11.7%, ELG1 DNA repair -6.0%, RORg inh -36.9%, FLuc counter 0.5%, Gal4-VP16 FLuc 8.6%, PKM2 activator -1.1%, Rab9 promoter act 1.0%, Mito fusion yeast 3.6%, KCNH2 3.1 inh -9.5, NPC1 promoter act -5.8% and MBNL1-CUG inh -12.9%.
CCCCc1ccc(NC(=O)N[C@H](C(=O)O)C(C)CC)cc1 (some centres undefined) was read as Menin-MLL TR inh 9.2%, ELG1 DNA repair -1.6%, RORg inh 26.2%, FLuc counter -12.8%, Gal4-VP16 FLuc -10.4%, PKM2 activator -9.0%, Rab9 promoter act -3.3%, Mito fusion yeast -4.1%, KCNH2 3.1 inh 1.8, NPC1 promoter act -0.6% and MBNL1-CUG inh 2.1%.
For CC1CCN(CCNC(=O)C2CCN(S(=O)(=O)c3cccc4nsnc34)CC2)CC1 the results were ELG1 DNA repair 0.0%, RORg inh -2.2%, FLuc counter 1.2%, Gal4-VP16 FLuc -4.8%, Rab9 promoter act 1.4%, Mito fusion yeast -2.4%, KCNH2 3.1 inh 5.9, NPC1 promoter act -1.3% and MBNL1-CUG inh inconclusive.
Screening COc1ccc(CNS(=O)(=O)NCc2ccccc2F)cc1 returned Menin-MLL TR inh 11.1%, ELG1 DNA repair inconclusive, RORg inh -8.5%, FLuc counter -2.6%, Gal4-VP16 FLuc -9.5%, Rab9 promoter act -0.1%, Mito fusion yeast 24.8%, KCNH2 3.1 inh 13.4, NPC1 promoter act 0.5% and MBNL1-CUG inh -4.2%.
O=C(CSc1nnc(-c2ccccc2)n1Cc1ccccc1)N1CCOCC1 was read as Menin-MLL TR inh -8.3%, ELG1 DNA repair 0.3%, RORg inh 7.1%, FLuc counter 1.5%, Gal4-VP16 FLuc -4.9%, PKM2 activator -4.0%, Rab9 promoter act -1.0%, Mito fusion yeast 1.9%, KCNH2 3.1 inh 2.9, NPC1 promoter act -2.3% and MBNL1-CUG inh 3.0%.
O=C(Nc1ccccc1C(=O)NCc1cccnc1)c1ccco1 was read as Menin-MLL TR inh inconclusive, ELG1 DNA repair -4.4%, RORg inh 24.5%, FLuc counter -5.3%, Gal4-VP16 FLuc -11.2%, PKM2 activator -10.3%, Rab9 promoter act 0.2%[1.84 µM], Mito fusion yeast -2.7%, KCNH2 3.1 inh -3.8, NPC1 promoter act 13.6% and MBNL1-CUG inh -7.8%.
CC(=O)c1c(N2CCCC2)[nH]c(-c2ccccc2)nc1=S was read as Menin-MLL TR inh -0.8%, ELG1 DNA repair -1.3%, RORg inh 5.62µM*, FLuc counter 4.6%, Gal4-VP16 FLuc 7.94µM*, PKM2 activator -0.2%, Rab9 promoter act 0.9%, Mito fusion yeast 3.2%, KCNH2 3.1 inh -30.5, NPC1 promoter act 1.6% and MBNL1-CUG inh -14.0%.
`CC(=O)Nc1cc(S(=O)(=O)Nc2ccccc2)c(C)cc1C` gave Menin-MLL TR inh 5.2%, ELG1 DNA repair -2.7%, RORg inh -1.5%, FLuc counter -1.8%, Gal4-VP16 FLuc -4.6%, PKM2 activator -0.5%, Rab9 promoter act 1.6%, Mito fusion yeast -0.8%, KCNH2 3.1 inh 8.5, NPC1 promoter act -0.9% and MBNL1-CUG inh -6.1%.
`CCOC1=C/C(=C/c2c(N)n3nc(CC(=O)N4CCCCC4)sc3nc2=O)C=CC1=O` gave Menin-MLL TR inh 10.0%, ELG1 DNA repair 0.2%, RORg inh 1.9%, FLuc counter -7.3%, Gal4-VP16 FLuc 1.4%, PKM2 activator -0.2%[0.46 µM], Rab9 promoter act 2.8%, Mito fusion yeast -7.5%, KCNH2 3.1 inh 1.4, NPC1 promoter act -4.3% and MBNL1-CUG inh 12.6%.
NC(=O)CSc1n[nH]c(=O)n1CCc1ccccc1 was read as Menin-MLL TR inh -3.6%, ELG1 DNA repair 11.2%, RORg inh -5.1%, FLuc counter 1.2%, Gal4-VP16 FLuc -0.4%, Rab9 promoter act 8.5%, Mito fusion yeast -6.8%, KCNH2 3.1 inh 9.7, NPC1 promoter act -3.3% and MBNL1-CUG inh -4.1%.
For CC(C)CCNC(=S)Nc1ccccn1 the results were Menin-MLL TR inh -4.0%, ELG1 DNA repair -2.3%, RORg inh 0.562µM*, FLuc counter -8.6%, Gal4-VP16 FLuc 3.98µM*, PKM2 activator -12.0%, Rab9 promoter act -2.8%, Mito fusion yeast -5.0%, KCNH2 3.1 inh 0.6, NPC1 promoter act -0.4% and MBNL1-CUG inh -9.1%.
O=C(NCc1ccccc1)C(c1cccnc1)N(C(=O)c1csnn1)c1ccccc1 (centres undefined) was read as Menin-MLL TR inh -2.0%, ELG1 DNA repair 16.6%, RORg inh -11.8%, FLuc counter -0.1%, Gal4-VP16 FLuc -4.6%, PKM2 activator 0.5%, Rab9 promoter act -2.0%, Mito fusion yeast -2.4%, KCNH2 3.1 inh 7.6, NPC1 promoter act 7.1% and MBNL1-CUG inh 4.9%.
CC(C)(C)c1ccc(-n2ncc3c2CCCC3NC(=O)CCN2CCCCC2=O)cc1 (centres undefined) was read as ELG1 DNA repair inconclusive, RORg inh inconclusive, FLuc counter -11.8%, Gal4-VP16 FLuc inconclusive, PKM2 activator -0.7%, Rab9 promoter act -9.3%, Mito fusion yeast 0.7%, NPC1 promoter act -11.1% and MBNL1-CUG inh 2.6%.
For CCCn1c(N)c(N2CCCCC2)c(=O)n(CC(=O)Nc2ccccc2C)c1=O the results were Menin-MLL TR inh 3.0%, ELG1 DNA repair inconclusive, RORg inh 2.9%, FLuc counter 2.2%, Gal4-VP16 FLuc -7.1%, PKM2 activator -11.4%, Rab9 promoter act 7.7%, Mito fusion yeast -2.5%, KCNH2 3.1 inh -4.5, NPC1 promoter act -6.5% and MBNL1-CUG inh -11.5%.
Screening CC(=O)NNC(=O)c1sc(=S)n(C)c1C returned ELG1 DNA repair 3.7%, RORg inh -16.6%, FLuc counter -0.1%, Gal4-VP16 FLuc 4.0%, PKM2 activator 13.3%, Rab9 promoter act 0.2%, Mito fusion yeast -0.1%, KCNH2 3.1 inh 12.9, NPC1 promoter act -1.4% and MBNL1-CUG inh 3.8%.
Screening O=C(COC(=O)COc1ccccc1)Nc1ccc(OC(F)(F)F)cc1 returned Menin-MLL TR inh 27.4%, ELG1 DNA repair 1.1%, RORg inh 3.5%, FLuc counter -0.3%, Gal4-VP16 FLuc 4.2%, PKM2 activator 1.2%, Rab9 promoter act -7.6%, Mito fusion yeast -3.5%, KCNH2 3.1 inh -8.0, NPC1 promoter act -0.8% and MBNL1-CUG inh 3.3%.

Source: PubChem

The list is partial, so the mix of outcomes need not match the whole.
